Dengue-2 NS5 capping: flavivirus cap methylation enzyme inhibition – biochemical, confirmation dose response, primary screen (AID 588689); Dengue-2 NS5 methyltransferase capping enzyme assay, biochemical; higher % means a stronger effect; inhibition, % at 25 µM; hits with a dose series show IC50 in µM; 340,000 tested, 0.3% active; in the data active = a potency from the dose series
RSV antiviral HEp-2: inhibition of RSV-induced cytopathic effect – HEp-2 cells, primary 10 µM value included (AID 2391); HEp-2 cells, RSV-induced CPE inhibition; higher % means a stronger effect; one-dose CPE inhibition, % at 10 µM; IC50 in µM for titrated hits; 310,000 tested, 0.13% active; in the data active = a potency from the dose series; note: strong numbers were not always called active
UTI89 phage lysis: inhibition of K1F phage lysis, E. coli UTI89, bacterial capsule biogenesis inhibitors, alamar blue (AID 488966). 340,000 tested, 0.02% active. E. coli UTI89 K1F phage lysis, alamar blue, 2 h; higher % means a stronger effect. inhibition, % at 100 µM; hits with a dose series show IC50 in µM;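 active = phage lysis inhibition, versus mean bacterial control, above a set limit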;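 note: capsule biogenesis inhibitors block K1F phage lysis so surviving cells raise fluorescence; higher fluorescence means more inhibition of phage lysis; actives were called in the ten point dose series up to 300 µM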
* = called active by the depositor; [ ] = another dose, or the depositor's remark.

Preview (4 entries):
The line under a structure holds: Dengue-2 NS5 capping	RSV antiviral HEp-2	UTI89 phage lysis
- Cc1nn(C)c(C)c1NS(=O)(=O)c1ccccc1Cl
  5.9%	-0.1%	2.2%[50 µM]
- N#Cc1c([N+](=O)[O-])cc([N+](=O)[O-])cc1S(=O)(=O)Cc1ccccc1
  >100µM*	-2.0%	-1.9%[50 µM]
- CCN(Cc1ccc2c(c1)OCCO2)C(=O)CN1C(=O)NC2(CCc3ccccc32)C1=O (centres undefined)
  6.7%	0.4%	0.4%[50 µM]
- COc1ccc2c(c1)[C@H]1[C@H](CO2)[C@H](c2ccccc2)[C@]2(C)C(=O)N(CC3CCCO3)CC(=O)N12 (some centres undefined)
  3.1%	0.3%	-0.2%

All compounds of this part, previewed entries included:
The line under a structure holds: Dengue-2 NS5 capping	RSV antiviral HEp-2	UTI89 phage lysis
- Cc1nn(C)c(C)c1NS(=O)(=O)c1ccccc1Cl
  5.9%	-0.1%	2.2%[50 µM]
- N#Cc1c([N+](=O)[O-])cc([N+](=O)[O-])cc1S(=O)(=O)Cc1ccccc1
  >100µM*	-2.0%	-1.9%[50 µM]
- CCN(Cc1ccc2c(c1)OCCO2)C(=O)CN1C(=O)NC2(CCc3ccccc32)C1=O (centres undefined)
  6.7%	0.4%	0.4%[50 µM]
- COc1ccc2c(c1)[C@H]1[C@H](CO2)[C@H](c2ccccc2)[C@]2(C)C(=O)N(CC3CCCO3)CC(=O)N12 (some centres undefined)
  3.1%	0.3%	-0.2%
- O=C(CN1CCN(C(=O)C2CC2)CC1)Nc1cc(C(F)(F)F)cc(C(F)(F)F)c1
  -5.9%	-0.6%	0.1%[50 µM]
- CCCCN(C(=O)c1c(CC)noc1C)c1c(N)n(CC(C)C)c(=O)[nH]c1=O
  -10.4%	0.3%	0.8%[50 µM]
- CN1CCN(S(=O)(=O)c2cccc(C(=O)Nc3sccc3C#N)c2)CC1
  -52.5%	0.9%	0.8%[50 µM]
- CC1(C)C(=O)Nc2ccccc2N1C(=O)COC(=O)CNS(=O)(=O)c1ccc(F)c(F)c1F
  3.6%	-1.3%	0.1%[50 µM]
- Cc1ccccc1C(=O)N1CCC(C(=O)Nc2sccc2C(N)=O)CC1
  -6.9%	1.1%	0.7%[50 µM]
- N#Cc1ccccc1NC(=O)COC(=O)c1ccc2c(c1)OCO2
  0.4%	2.2%	0.2%[50 µM]
- CC1CCN(C(=O)c2nc[nH]c2C(=O)O[C@H](C)c2ccccc2)CC1
  -3.8%	1.1%	2.0%
- CC1Cc2ccccc2N1C(=O)COC(=O)c1ccc(Cl)c(S(=O)(=O)N2CCOCC2)c1 (centres undefined)
  -7.3%	0.8%	-0.1%[50 µM]
- CC(c1nc2ccccc2c(=O)[nH]1)N1CCCN(S(=O)(=O)c2ccc(F)cc2)CC1 (centres undefined)
  -2.2%	1.0%	1.1%[50 µM]
- Cc1cccc(C)c1OCC(=O)NCC1COc2ccccc2O1 (centres undefined)
  -6.2%	-0.4%	0.0%[50 µM]
- O=C(COC(=O)CC1CCCC1)Nc1ccc(Cl)cn1
  -4.4%	2.5%	0.1%[50 µM]
- Cc1c(Cl)cnc(NC(=O)COC(=O)c2ccncc2)c1Cl
  4.6%	4.5%	0.4%[50 µM]
- Cc1cc(C)c(NC(=O)CNC(=O)c2cc(C3CC3)nn2-c2ccccc2)c(C)c1
  -4.5%	2.1%	0.2%[50 µM]
- C=C(C)CNc1cc(S(=O)(=O)N2CCOCC2)ccc1Oc1ccccc1
  -3.9%	-0.2%	0.7%[50 µM]
- CCN(CC)C(=O)c1cccc(NC(=O)C2=COCCO2)c1
  -8.7%	0.6%	-0.5%
- COc1ccccc1CNC(=O)CN1C(=O)NC2(CCCc3ccccc32)C1=O (centres undefined)
  -6.2%	-0.1%	0.0%[50 µM]
- COc1ccc(NC(=O)CN(C)CC(=O)c2c(C)[nH]c3ccccc23)cc1
  -3.9%	3.1%	-0.2%[50 µM]
- COc1ccc(F)cc1C1=CC(=O)C[C@H](c2ccc3c(c2)OCO3)C1
  -1.6%	2.3%	0.4%
- COC(=O)c1c(-c2ccccc2OC)sc2ccccc12
  0.8%	-0.9%	0.3%
- COc1cc(OC)c(OC)cc1CNC(=O)c1ccc(S(=O)(=O)N2CC(C)OC(C)C2)cc1 (centres undefined)
  -0.7%	2.4%	0.3%[50 µM]
- O=C1c2ccc(Cl)cc2S(=O)(=O)c2cccc(C(=O)N3CCN(c4ccc(Cl)cn4)CC3)c21
  9.4%	1.9%	0.2%
- Cc1ccc(NC(=O)CN(C)C(=O)COC(=O)c2ccc(Cl)cc2O)cc1
  -4.1%	1.4%	-0.4%[50 µM]
- Cc1cc(C)cc(NC(=O)CSc2nc3nc(C)cc(C)c3c(=O)[nH]2)c1
  -6.0%	1.9%	-1.1%[50 µM]
- COc1ccc([C@@H](NC(=O)OC(C)(C)C)C(=O)OC(C)(C)C)cc1
  -1.6%	-0.9%	2.4%
- Cc1cc(C(=O)CN2c3cccc4cccc(c34)S2(=O)=O)c(C)n1C
  5.3%	6.2%	0.8%[50 µM]
- Cc1cc(C(=O)OCC(=O)NC(C)c2ccc(F)cc2)c(C)o1 (centres undefined)
  -2.2%	-0.1%	0.5%[50 µM]
- CCN(C(=O)COC(=O)CNC(=O)c1ccccc1C)C1=CCCCC1
  3.1%	0.2%	0.4%[50 µM]
- CC(C)C(NC(=O)CCNC(=O)c1ccc(C(C)(C)C)cc1)c1nc2ccccc2[nH]1 (centres undefined)
  3.0%	-1.0%	1.1%[50 µM]
- CC1CN(C(=O)c2cccc(S(=O)(=O)NCc3ccccc3)c2)CC(C)O1 (centres undefined)
  -8.5%	-1.0%	0.2%[50 µM]
- O=C(COC(=O)c1ccncc1)Nc1cc(S(=O)(=O)N2CCOCC2)ccc1Cl
  3.4%	1.0%	0.8%[50 µM]
- CSc1cccc(Nc2ccc(S(=O)(=O)N3CCOCC3)cc2[N+](=O)[O-])c1
  6.3%	6.0%	1.0%[50 µM]
- COc1ccc(Cc2nnc(SCC(=O)c3c(N)n(C4CC4)c(=O)[nH]c3=O)o2)cc1
  -5.3%	1.4%	0.6%[50 µM]
- CCCN(CC(=O)Nc1ccccc1C)C(=O)C1CC(=O)N(c2ccccc2C(C)CC)C1 (centres undefined)
  1.6%	0.5%	1.1%[50 µM]
- Cc1cc(Cn2nc(-c3ccccc3C)cc2C(=O)O)on1
  -2.0%	1.9%	1.1%
- N#Cc1ccccc1OCC(=O)Nc1ccc2c(c1)OCCO2
  0.4%	2.5%	0.7%[50 µM]
- COc1ccc([C@H]2CC(=O)C=C(c3ccc4ncccc4c3)C2)cc1
  -3.3%	0.1%	1.8%

Continuation:
Structure | Dengue-2 NS5 capping | RSV antiviral HEp-2 | UTI89 phage lysis
CCCn1c(SCC(=O)NC2CCC(C)CC2)n[nH]c1=O (centres undefined) | 5.9% | -0.5% | 0.6%[50 µM]
Cc1cccc(Oc2ccc(NC(=O)C3=CC=CN4CCS(=O)(=O)N=C34)cc2)c1 | -3.0% | 0.3% | 0.5%[50 µM]
COc1cccc(NC(=O)CN(C)C(=O)C23CC4CC(CC(Cl)(C4)C2)C3)c1 | -4.3% | -0.5% | -0.5%
COc1cccc(-c2c(-c3cc(OC)cc(OC)c3)n(C)c3ccc(-c4cccc5[nH]ccc45)cc23)c1 | 0.8% | 0.1% | 0.1%
COc1ccc(C2=CC(=O)C[C@H](c3ccc(F)cc3)C2)cc1F | -8.8% | 0.7% | 0.8%
Cc1ccc(OCCNC(=O)c2cccc(S(=O)(=O)N3CCN(C)CC3)c2)cc1 | 8.5% | 0.1% | 0.6%[50 µM]
O=C(Oc1cc(Cl)ccc1Cl)C1=CC=CN2CCS(=O)(=O)N=C12 | -14.7% | 0.8% | 0.4%[50 µM]
CNC(=O)c1ccc(NC(=O)c2cc(S(=O)(=O)N3CCOCC3)ccc2N2CCCC2)cc1 | -1.5% | 1.3% | 0.6%[50 µM]
Cc1ccc(S(=O)(=O)Nc2ncnc3sc(C)c(C)c23)cc1 | 2.2% | 1.5% | 0.9%[50 µM]
Cc1ccc(S(=O)(=O)N2CCCCC2)cc1NC(=O)c1cc(=O)[nH]c2ccccc12 | 2.2% | -0.1% | 0.2%[50 µM]
COCc1cccc(C2=CC(=O)C[C@H](c3ccc(F)cc3)C2)c1 | 6.4% | 2.8% | 1.0%
Nc1ncnc2c1nc(N1CCCCC1)n2[C@@H]1O[C@H](CO)[C@@H](O)[C@H]1O | -4.8% | 0.2% | 0.6%
CCCN(CC(=O)Nc1ccccc1OC)C(=O)Cn1[nH]c(=O)c2ccccc2c1=O | 3.0% | 0.4% | 0.8%[50 µM]
COc1ccc(NC(=O)CCCN2C(=O)CN(C)C2=O)cc1Cl | -10.1% | 1.7% | 0.5%[50 µM]
COc1ccc([C@H]2CC(=O)C=C(c3ccc(O)cc3)C2)cc1OC | -11.1% | 1.8% | -0.1%
CCOC(=O)C1=C(COC(=O)c2cc(S(=O)(=O)N(C)C)ccc2C)NC(=O)NC1C (centres undefined) | -6.6% | -0.6% | -0.2%[50 µM]
Cc1ccc(-c2nn(-c3ccccc3)cc2C(=O)N2CCN(C3CCS(=O)(=O)C3)CC2)cc1 (centres undefined) | 2.2% | 1.1% | 0.6%[50 µM]
Cc1ccc(NC(=O)CN(C)C(=O)CSc2ccc3c(c2)OCCO3)cc1 | -2.6% | 0.7% | -0.2%[50 µM]
CCc1nnc(NC(=O)C2CCCN(C(=O)c3ccc(Cl)cc3)C2)s1 (centres undefined) | 4.8% | 0.3% | 0.1%[50 µM]
Cc1cc(F)ccc1S(=O)(=O)Nc1ccc(C(=O)N2CCCCCC2)cc1 | 5.5% | 0.0% | 1.2%[50 µM]
COc1ccc(C(=O)O)cc1S(=O)(=O)Nc1ccc(Oc2ccccc2)cc1 | 1.5% | 1.1% | 0.2%[50 µM]
O=S(=O)(c1ccc(SCc2ccc(Br)cc2)nc1)N1CCOCC1 | 3.0% | 1.2% | 0.0%[50 µM]
Cc1ccc(N2CC(C(=O)OCC(=O)Nc3ccccc3C)CC2=O)cc1 (centres undefined) | -3.9% | 1.1% | 0.8%[50 µM]
CCOc1cc(N2CCOCC2)c(OCC)cc1NC(=O)COc1cccc(CC)c1 | -2.9% | 0.1% | 0.1%
COc1ccc(S(=O)(=O)N2CCOCC2)cc1C(=O)NCc1ccccc1CN1CCCC1 | -2.2% | -0.6% | 0.5%[50 µM]
COc1ccccc1NC(=O)COC(=O)CCc1ccc(S(=O)(=O)N2CCOCC2)cc1 | -1.8% | 0.4% | 0.1%[50 µM]
C=C[C@@H]1c2ccccc2N(S(=O)(=O)c2ccc(C)cc2)[C@H](c2ccccc2)C1(C#N)C#N | -10.3% | 13.4% | 0.0%
NCCN1CCN(S(=O)(=O)c2ccc([N+](=O)[O-])cc2)C=C1c1ccc(Cl)cc1 | -10.2% | 0.6% | -0.4%
COc1ccc(-c2c(C#Cc3ccsc3)c3cc(Br)ccc3n2C)cc1 | 0.0% | 3.1% | 0.6%
COc1ccc(OC)c(/C=N/NC(=O)c2ccc[n+](CC(=O)c3ccccc3)c2)c1 | -10.1% | -0.4% | -0.2%[50 µM]
O=C(CNc1cc([N+](=O)[O-])ccc1NCCO)Nc1cccc(S(=O)(=O)N2CCCCC2)c1 | -2.6% | 1.2% | 0.0%[50 µM]
COc1ccc(OC)c(/C=C/C(=O)OCC(=O)N2CCCC2)c1 | -1.8% | 3.0% | 0.2%[50 µM]
Cc1c(C(=O)Nc2ccc3nc(N4CCOCC4)sc3c2)oc2ccccc12 | 1.1% | 6.0% | 0.5%[50 µM]
O=C(OCC(=O)N1CCN(C(=O)c2ccco2)CC1)c1cncc(Br)c1 | -14.7% | 0.2% | 0.6%[50 µM]
COc1cc(C(=O)Nc2ncccc2C)ccc1OCC(=O)N1CCOCC1 | -9.9% | 0.8% | 0.4%[50 µM]
O=C(COC(=O)c1cc(=O)[nH]c2ccccc12)NCc1cccc(Cl)c1 | -4.4% | -0.5% | 0.3%[50 µM]
Cc1ccccc1Nc1nc(N)nc(COC(=O)c2ccc([N+](=O)[O-])o2)n1 | 0.7% | 0.6% | -0.7%[50 µM]
CN(CC(=O)Nc1ccc(F)c(F)c1F)C(=O)c1ccc(-n2cncn2)cc1 | -5.9% | 0.7% | 0.7%[50 µM]
NC(=O)C1CN(C(=O)c2cccc(S(=O)(=O)N3CCc4ccccc43)c2)c2ccccc2O1 (centres undefined) | 2.3% | 0.0% | 0.3%[50 µM]
COC(=O)C1=CO[C@@H](O[C@@H]2O[C@H](CO)[C@@H](O)[C@H](O)[C@H]2O)[C@H]2[C@@H]1C(=O)C[C@@H]2C | 1.4% | 1.4% | 1.3%
Cc1nn(CC(=O)N(C)C2(C#N)CCCCC2)c(C)c1[N+](=O)[O-] | -9.9% | 1.6% | 0.8%[50 µM]
N#CC1(NC(=O)COC(=O)CNC(=O)c2sc3ccccc3c2Cl)CCCCC1 | 8.8% | 1.6% | 0.2%[50 µM]
COc1cc(/C=C/C(=O)OCC(=O)Nc2c(C)n(C)n(-c3ccccc3)c2=O)cc(OC)c1OC | -8.2% | 0.5% | -0.1%[50 µM]
CN(C)C(CNC(=O)CCNS(=O)(=O)c1ccccc1C(F)(F)F)c1ccccc1 (centres undefined) | -8.4% | 0.3% | 0.5%[50 µM]
CC(C(=O)N1CCc2ccccc21)N(C)CC(=O)Nc1ccccc1Cl (centres undefined) | -8.2% | 3.0% | 0.1%[50 µM]
CCN(Cc1ccc2c(c1)OCO2)C(=O)CSc1ncnc2sccc12 | -10.8% | 2.1% | 0.1%[50 µM]

This is a subset; count on the stated rates, not on these rows.
